Screens as filed in PubChem.
Yp Topo-I inh – inhibitors of Yersinia pestis topoisomerase I; AID 504884; activity, % at 10 µM; Y. pestis Topo-I cleavage product accumulation, plate reader; 360,000 tested, 0.064% active; in the data active = activity above about 50%, passing the limit was not always enough; inconclusive = no clear call, values can overlap the other calls; also: inactives centre near 2
CCHFV vOTU inh – blocks the CCHF virus ovarian tumor domain protease. CCHFV vOTU protease, Pep-AMC fluorescence. inhibition, % at 11.5 µM. 370,000 tested, 0.55% active. AID 651958; in the data active = inhibition above about 30%; also: 0% = vehicle wells with enzyme and 100% = no enzyme wells
Anthrax LF inh2 – blocks Bacillus anthracis lethal factor protease; P15917; multiplex microsphere protease cleavage assay, LF; inhibition, % at 10 µM; 360,000 tested, 0.12% active; AID 588501; also: plate controls were buffer without enzyme for full effect and enzyme alone for no effect
Target sequence (P15917 whole entry, looked up): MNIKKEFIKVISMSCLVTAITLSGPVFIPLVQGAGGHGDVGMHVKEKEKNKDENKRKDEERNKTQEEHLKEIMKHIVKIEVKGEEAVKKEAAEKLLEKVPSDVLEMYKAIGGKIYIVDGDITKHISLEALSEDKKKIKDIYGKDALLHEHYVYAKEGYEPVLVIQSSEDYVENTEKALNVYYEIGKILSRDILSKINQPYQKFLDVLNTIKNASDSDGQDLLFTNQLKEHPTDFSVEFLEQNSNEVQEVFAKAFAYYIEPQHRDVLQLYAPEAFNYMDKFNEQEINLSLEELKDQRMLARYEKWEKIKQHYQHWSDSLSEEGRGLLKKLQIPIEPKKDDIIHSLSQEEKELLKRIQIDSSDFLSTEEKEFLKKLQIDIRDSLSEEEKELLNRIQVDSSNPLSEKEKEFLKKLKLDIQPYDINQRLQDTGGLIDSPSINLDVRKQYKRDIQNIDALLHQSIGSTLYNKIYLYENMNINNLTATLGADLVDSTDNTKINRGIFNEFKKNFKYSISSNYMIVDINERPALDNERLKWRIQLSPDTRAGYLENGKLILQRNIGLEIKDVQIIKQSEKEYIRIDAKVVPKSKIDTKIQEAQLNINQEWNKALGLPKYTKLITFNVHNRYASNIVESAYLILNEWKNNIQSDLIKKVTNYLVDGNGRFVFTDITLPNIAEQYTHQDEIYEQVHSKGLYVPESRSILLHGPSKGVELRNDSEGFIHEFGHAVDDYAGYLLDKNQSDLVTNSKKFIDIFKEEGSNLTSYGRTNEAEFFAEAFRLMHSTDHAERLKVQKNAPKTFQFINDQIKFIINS
BoNT A protease – blocks Botulinum neurotoxin A light chain protease | multiplex microsphere protease substrate cleavage, flow cytometry | inhibition, % at 10 µM | 360,000 tested, 0.17% active | AID 588499; also: plate controls were buffer without enzyme for full effect and enzyme alone for no effect
FadD28 FP inh – M. tuberculosis FadD28 bisubstrate binding inhibition; inhibition, % at 12.5 µM; FadD28 bisubstrate probe binding, fluorescence polarization; 360,000 tested, 0.22% active; AID 588549; in the data active = inhibition above about 8.5%, passing the limit was not always enough; inconclusive = no clear call, values can overlap the other calls
PrPC surface inh – reduces human prion protein on the cell surface; P04156; cell surface PrPC, TR-FRET read-out; inhibition, % at 13.8 µM; 370,000 tested, 0.43% active; in the data active = inhibition above about 24%; also: 0% = median of the test wells and 100% = reference compound wells
BoNT F protease – BoNT F light chain protease inhibition. Multiplex microsphere protease cleavage assay, flow cytometry. inhibition, % at 10 µM. 360,000 tested, 0.22% active. AID 588497; in the data active = inhibition above about 35%, passing the limit was not always enough; inconclusive = no clear call, values can overlap the other calls; also: plate controls were buffer without enzyme for full effect and enzyme alone for no effect
TcdB GH inh – TcdB glycohydrolase inhibition; TcdB glycohydrolase enzymatic assay, plate reader; inhibition, % at 9.99 µM; 350,000 tested, 0.24% active; AID 652162; in the data active = inhibition above about 10%
PfHsp40 yeast – rescue of PfHsp40-mediated yeast toxicity; S. cerevisiae expressing PfHsp40, growth rescue, ATP luminescence; growth rescue, % at 12.5 µM; 340,000 tested, 0.68% active; AID 504582; in the data active = growth rescue above about 28%, passing the limit was not always enough; inconclusive = no clear call, values can overlap the other calls;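 also: yeast W303a lacking pdr1 and pdr3 grown in galactose medium; growth measured after three days at 30 °C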
* = called active by the depositor; u = inconclusive; x = not tested or not shown; & = joins results of further samples. Rule as the data show it, unless noted: active = inhibition above about 30%; inconclusive = no clear call, values can overlap the other calls; inactive = below that.

Structure	Yp Topo-I inh	CCHFV vOTU inh	Anthrax LF inh2	BoNT A protease	FadD28 FP inh	PrPC surface inh	BoNT F protease	TcdB GH inh	PfHsp40 yeast
CCOC(=O)c1sc(N2C(=O)C(O)=C(C(=O)c3ccco3)C2c2ccc([N+](=O)[O-])cc2)nc1C (stereo not given)	18.9	21.0	1.8	2.5	-7.7	-4.8	2.8	-0.3	0.9
Cc1cccc(NC(=O)NCCN2C(=O)C3C4C=CC(C4)C3C2=O)c1 (stereo not given)	0.1	2.6	-3.2	0.1	0.6	2.4	-2.5	0.6	-2.3
COC(=O)C(Cc1ccccc1)NC(=O)CNC(=O)c1sc2ccccc2c1Cl (stereo not given)	-7.2	7.0	-6.1	-1.7	0.6	-3.6	3.0	0.4	2.2
CC1=Nn2c(nnc2-c2cccs2)SC1	-3.5	0.5	-6.5	-0.5	1.7	-1.0	-4.4	x	0.4
C#Cc1cccc(NC(=O)C2CCN(C(C)=O)CC2)c1	9.0	6.2	1.6	-0.1	0.6	7.0	-0.6	1.7	-1.7
O=[N+]([O-])c1ccccc1CN1CCN(Cc2ccccn2)CC1	6.5	-0.6	1.2	0.3	-2.0	-6.2	-3.7	-0.5	0.5
CC(C)(C)OC(=O)N1CCC(C(=O)N2CCOCC2)CC1	-1.3	-3.1	-1.1	-0.2	3.1	-1.2	0.3	x	0.1
CC(=O)NC(c1ccco1)c1cc(Cl)c2ccc(Cl)nc2c1O (stereo not given)	6.9	-0.2	-4.4	-0.4	-3.3	-3.4	-11.8	-0.1	0.3
Cc1ccc(-c2cnc3c(c2)C(=O)N([C@H](C)CO)C[C@@H](C)[C@@H](CN(C)C(=O)Cc2ccccc2)O3)cc1	24.7	-4.3	-2.2	0.3	-1.1	2.0	1.9	0.8&0.5&1.1	x
COc1ccc2sc3cccc(NCCN(C)C)c3c(=O)c2c1	x	6.2	-17.4	-0.3	-0.4	-14.9	-9.0	2.0	x

Carrying on.
Structure	Yp Topo-I inh	CCHFV vOTU inh	Anthrax LF inh2	BoNT A protease	FadD28 FP inh	PrPC surface inh	BoNT F protease	TcdB GH inh	PfHsp40 yeast
COc1ccc(Cl)c(Cn2c(NCc3ccco3)nc3c2c(=O)n(C)c(=O)n3C)c1	1.6	1.9	-4.2	-0.8	-2.4	11.4	-0.8	x	0.6
COCCCNC(=O)CCCN1C(=O)c2cccnc2Sc2ccccc21	-0.3	13.1	-2.8	0.1	-1.3	-7.2	-1.4	1.5	-0.7
COc1ccc(CNCCCO)cc1OC	-4.7	-15.6	0.3	-1.5	-0.5	1.6	-1.2	0.7	-2.0
C#CCNC(=O)[C@H](Cc1ccc(C(=O)c2ccccc2)cc1)NC(=O)OC(C)(C)C	10.1	-2.6	-1.0	0.5	-2.6	-4.1	-11.3	1.2	2.1
CC(=O)NCCc1csc(-c2ccccc2)n1	1.5	-15.9	-2.6	-0.7	0.0	4.9	-3.6	1.0	-0.4
Cc1ccc(S(=O)(=O)NCC(=O)N(CC(=O)NCC2CCCO2)C2CCCC2)cc1 (stereo not given)	5.8	-0.1	-0.5	-0.4	-1.1	0.7	1.2	x	-1.2
COc1ccccc1NC(=O)COC(=O)c1cc(C)oc1C	9.5	1.3	3.4	0.0	0.0	5.9	2.9	1.1	-1.5
O=C(CN1C(=O)/C(=C/c2ccccc2Cl)SC1=S)NC1C=CS(=O)(=O)C1 (stereo not given)	18.6	12.8	0.6	1.3	-0.1	8.5	10.2	0.1	0.3
COc1ccc(CCCc2nc3ccccc3[nH]2)cc1	-1.6	1.8	-2.0	-0.4	-4.2	-9.6	-9.3	0.7	-2.3
Cc1ccc(OCC(=O)Nc2ccc(-c3nnc(-c4ccco4)o3)cc2)cc1	12.6	10.6	-4.4	-0.2	0.9	-2.4	1.7	x	0.5

Later entries.
Structure	Yp Topo-I inh	CCHFV vOTU inh	Anthrax LF inh2	BoNT A protease	FadD28 FP inh	PrPC surface inh	BoNT F protease	TcdB GH inh	PfHsp40 yeast
CCO[C@H]1OC(C(=O)O)=C[C@@H](c2ccc3c(c2)OCO3)[C@@H]1CCCO	16.6	6.5	-8.4	0.4	-0.2	11.6	-0.4	-0.1&-2.4	-1.8
O=C(NCC(c1cccs1)N1CCOCC1)c1cc(S(=O)(=O)N2CCOCC2)ccc1Cl (stereo not given)	4.9	1.4	x	x	-0.7	5.2	x	0.4	0.6
CC(OC(=O)CCCN1C(=O)c2ccccc2C1=O)C(=O)Nc1ncc(Cl)cc1Cl (stereo not given)	0.0	-0.2	1.5	0.6	-1.0	5.8	5.7	x	-0.3
COc1ccccc1N1CCN(C(=O)Cc2ccc(Cl)cc2)CC1	14.6	12.7	9.6	0.8	-0.1	-2.1	-10.3	1.1	-0.1
N#CCCN(CCC#N)C(=O)c1ccc(Cl)cc1	-2.6	36.2*	-3.8	-0.8	-1.3	3.0	-4.4	-0.9	-0.3
CC(=O)N1CN2CN(C(C)=O)CC(C(=O)c3ccc([N+](=O)[O-])cc3)(C2)C1	5.2	4.0	-0.8	-0.6	0.2	-18.7	-6.4	-0.1	-0.6
Cc1ccccc1OCc1csc(N)n1	0.2	-0.3	0.8	-1.0	-3.2	8.3	-4.5	2.3	0.0
CCOC(=O)c1c(NC(=O)CN(CC)CC)sc2c1CCN(C(=O)OCC)C2	21.1	5.6	1.2	-0.6	-1.1	-7.4	-12.9	0.9	-0.6
COc1cccc(CN2CCN(Cc3ccc(C#CC(C)(C)O)s3)CC2CCO)c1 (stereo not given)	7.1	1.7	0.6	0.5	-3.6	-3.0	-3.2	0.2	0.5
O=C(CSc1nnc(COc2ccc(Cl)cc2)o1)OC1CCCCC1	u	18.3	3.8	-0.8	-3.2	-0.3	-14.2	x	0.0

Full records from above:
Shown for CC(OC(=O)CCCN1C(=O)c2ccccc2C1=O)C(=O)Nc1ncc(Cl)cc1Cl (stereo not given) = Yp Topo-I inh: 0.0; CCHFV vOTU inh: -0.2; Anthrax LF inh2: 1.5; BoNT A protease: 0.6; FadD28 FP inh: -1.0; PrPC surface inh: 5.8; BoNT F protease: 5.7; TcdB GH inh: x; PfHsp40 yeast: -0.3
Shown for COc1cccc(CN2CCN(Cc3ccc(C#CC(C)(C)O)s3)CC2CCO)c1 (stereo not given) = Yp Topo-I inh: 7.1; CCHFV vOTU inh: 1.7; Anthrax LF inh2: 0.6; BoNT A protease: 0.5; FadD28 FP inh: -3.6; PrPC surface inh: -3.0; BoNT F protease: -3.2; TcdB GH inh: 0.2; PfHsp40 yeast: 0.5
Shown for COc1ccccc1N1CCN(C(=O)Cc2ccc(Cl)cc2)CC1 = Yp Topo-I inh: 14.6; CCHFV vOTU inh: 12.7; Anthrax LF inh2: 9.6; BoNT A protease: 0.8; FadD28 FP inh: -0.1; PrPC surface inh: -2.1; BoNT F protease: -10.3; TcdB GH inh: 1.1; PfHsp40 yeast: -0.1

Later entries:
Structure	Yp Topo-I inh	CCHFV vOTU inh	Anthrax LF inh2	BoNT A protease	FadD28 FP inh	PrPC surface inh	BoNT F protease	TcdB GH inh	PfHsp40 yeast
Cc1ccc(OCCN2C(=O)C(=O)c3cccc(C)c32)cc1	-2.5	2.0	-1.3	0.1	-2.3	5.3	-4.3	-3.0	3.0
CCOc1ccc(-c2noc(-c3ccncc3)n2)cc1OCC	2.9	-6.1	-5.1	0.8	1.3	-3.4	3.9	x	5.6
COc1cc(NC(=O)c2oc3ccccc3c2C)ccc1NC(=O)c1ccco1	-4.7	-38.8	0.4	0.2	-0.5	9.1	1.6	0.7	-0.3
CN1CCN(CC(=O)N(C)c2nc(-c3ccccc3)cs2)CC1	2.2	13.6	2.1	0.4	-4.7	2.5	-0.1	x	-0.6
NC(=O)c1c(NC(=O)CSc2nnc(-c3ccco3)n2-c2ccccc2)sc2c1CCC2	6.1	-8.8	2.6	-0.7	-0.1	9.5	-3.1	x	-0.7
CCN(CC)CCCCNc1ncc2cc(-c3cc(OC)cc(OC)c3)c(NC(=O)NC(C)(C)C)nc2n1	10.9	-27.5	-6.1	0.3	-4.4	-6.8	-15.4	2.8	1.3
Cc1ccc(CNC(=O)C2CCCN2S(=O)(=O)c2ccc3c(c2)C(C)(C)C(=O)N3C)cc1 (stereo not given)	5.8	-5.1	-4.2	-0.8	0.1	2.1	-7.5	1.2	-1.0
O=C(NCc1cccnc1)c1nc(-c2ccccc2)n(-c2ccccc2)n1	11.3	11.6	-2.6	-2.6	-1.7	0.5	-6.7	1.0	0.2
O=C(c1cc(-c2ccncc2)nc2ccccc12)N1CCC2(CC1)OCCO2	2.2	-1.4	-1.6	u	-1.3	-5.1	-1.4	x	0.0
O=C(O)c1ccc2cc(-c3ccccc3)[nH]c2c1	-10.1	-99.3	-0.5	-5.4	1.7	-7.3	15.8	-1.3	5.2

Carrying on.
Structure	Yp Topo-I inh	CCHFV vOTU inh	Anthrax LF inh2	BoNT A protease	FadD28 FP inh	PrPC surface inh	BoNT F protease	TcdB GH inh	PfHsp40 yeast
CCOC(=O)c1sc(=NC(=O)c2ccc(S(=O)(=O)N(C)c3ccccc3)cc2)n(C)c1C	-3.0	-8.6	-1.4	1.2	-1.3	-0.6	-1.9	1.0	0.6
CCOC(=O)c1ccc(S(=O)(=O)N2CCN(C3CC(=O)N(c4ccc(OC)cc4)C3=O)CC2)cc1 (stereo not given)	6.8	-5.3	7.5	0.0	-4.7	1.6	1.1	1.7	-0.3
CCc1cccc(NC(=O)COC(=O)C2COc3ccccc3O2)c1 (stereo not given)	3.1	-4.0	-6.7	-0.1	2.6	2.1	2.7	-4.3	x
O=C(COC(=O)/C=C/c1ccc(OC(F)F)cc1)Nc1cccc(S(=O)(=O)N2CCOCC2)c1	16.9	15.2	-9.0	-0.6	-1.8	-3.7	-3.9	0.0	0.3
O=C(c1ccco1)N1CCN(C(=O)c2ccc(-c3ccccc3Cl)o2)CC1	28.3	2.4	-10.5	0.1	-1.0	-7.2	3.2	1.2	21.0
O=C(Cn1cnc(Cl)c1Cl)c1ccccc1	1.1	3.9	0.7	0.9	0.8	-6.2	-0.6	-0.3	-1.1
CCc1nc(SCC(=O)c2ccccc2)c2c(=O)n(C)c(=O)n(C)c2n1	9.3	7.5	-4.1	-0.3	-4.2	-3.9	-4.7	2.3	-0.8
CC(=O)Oc1cccc(C(=O)Nc2ccc(NC(=O)c3cccs3)cc2)c1	-5.9	16.8	-3.9	3.9	-2.2	3.1	3.8	2.1	0.2
COc1cccc(-c2cnc3c(NC(C)=O)cc(-c4ccncc4)cn23)c1	12.2	5.9	-2.5	0.2	-1.3	-19.3	-3.2	-1.1	x
O=C(c1ccoc1)N1CCN(c2cc(-c3cccnc3)nc3cc(-c4cccc(Cl)c4)nn23)CC1	12.4	-16.4	-6.1	-0.2	-2.8	-2.3	-6.8	0.3	x

Continued.
Structure	Yp Topo-I inh	CCHFV vOTU inh	Anthrax LF inh2	BoNT A protease	FadD28 FP inh	PrPC surface inh	BoNT F protease	TcdB GH inh	PfHsp40 yeast
CCOc1ccc(/C=C2/C(=O)NC(=O)N(CCc3ccc(F)cc3)C2=O)cc1	-1.2	7.9	-1.5	0.1	2.0	5.1	0.9	-0.5	0.1
N#CCCn1nc(-c2ccccc2)cc1Nc1ccccc1NC(=O)C(F)(F)F	1.8	-12.6	-5.0	-0.9	-1.3	-7.5	-8.9	3.7	-1.1
COC(=O)c1ccc(NC(=O)CSc2ccccc2)cc1	5.4	4.2	-2.2	-0.5	-0.1	3.7	-6.8	x	1.6
COCCn1c(N2CCN(c3ccccc3)CC2)nc2c1c(=O)n(C)c(=O)n2C	1.5	1.4	1.9	0.1	-3.8	-2.6	-5.8	-0.3	-0.1
CCSC1=N/C(=C\c2ccc(C)s2)C(=O)S1	19.0	-14.6	-0.2	2.6	-1.7	0.9	0.0	x	-0.7
Cc1ccc(C(=O)N2CCN(c3cccc(Cl)c3)CC2)cc1C	9.1	10.9	1.9	0.3	-2.8	2.0	0.5	-0.5	0.6

Rows were taken by chance, and some 2.3% of all compounds hit somewhere here.
